USP1 inh – inhibitors of human USP1/UAF1 deubiquitinase | recombinant USP1/UAF1, Ub-Rhodamine cleavage fluorescence | Potency, µM (titrated, usually from 57.1 µM), without a hit: at the highest dose activity change, negative = inhibition, usual class: inhibitors | 390,000 compounds, 0.23% hits | O94782; note: potency is the fitted concentration of half-maximal effect; % is set by controls: 0 for no effect and ±100 for the full control effect; nearly all actives have a fitted effect of over 60% in size; inactives centre near -12
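1 nM enzyme complex + cpd, 15 min RT; start with Ub-Rho 150nM final; kinetic fluorescence ex 480/em 540, 6 reads q60 s. Buffer 50mM HEPES pH 7.8, 0.5mM EDTA, 0.1 mg/ml BSA, 1mM TCEP, 0.01% Tween-20.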
D2 ag – D2 dopamine receptor (human) agonism | activation, % at 2 µM | AID 485358 | 340,000 compounds, 0.53% hits | HEK293 T-REx D2 cells, calcium flux agonist mode;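 active = activation over 3 SD above normal in the single-dose calcium agonist read, cut at about 30% in these data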; note: 0% is about no effect
Target sequence (P14416 whole entry, looked up): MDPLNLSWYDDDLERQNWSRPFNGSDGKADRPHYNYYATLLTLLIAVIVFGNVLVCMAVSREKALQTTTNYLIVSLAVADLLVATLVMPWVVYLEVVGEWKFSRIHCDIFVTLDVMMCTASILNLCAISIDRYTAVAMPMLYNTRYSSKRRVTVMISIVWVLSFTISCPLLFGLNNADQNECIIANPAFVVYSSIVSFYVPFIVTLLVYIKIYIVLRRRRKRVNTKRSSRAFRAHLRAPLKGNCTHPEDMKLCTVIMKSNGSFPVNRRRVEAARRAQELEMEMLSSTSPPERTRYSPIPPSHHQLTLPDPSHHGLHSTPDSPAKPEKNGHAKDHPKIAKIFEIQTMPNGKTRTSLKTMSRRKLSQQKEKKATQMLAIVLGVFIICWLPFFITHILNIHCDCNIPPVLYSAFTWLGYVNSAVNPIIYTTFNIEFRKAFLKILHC
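HEK293 Trex D2 cells, tetracycline-induced, o/n 30 C 5% CO2; no-wash Ca dye, RT 30–90 min; 10-cycle baseline, 23 nl cpd added, kinetic Ca read 180 s; agonist hits = positive Ca response.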
D2 antag – antagonists of human D2 dopamine receptor; HEK293 TREx D2 cells, calcium flux, dopamine EC80; inhibition, % at 10 µM; 340,000 compounds, 2% hits; AID 485344; in the data active = inhibition above about 30%; note: 0% is about no effect
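Cells plated overnight at 30 C with tetracycline; no-wash calcium dye, 30–90 min RT; 10 s baseline; compound pinned; 180 s read; EC80 dopamine added; another 180 s read.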
mIDH1 inhibitor – human IDH1 R132H inhibition; Potency, µM (series often up to 76.6 µM), for the others: at the top dose activity change, negative = inhibition, actives largely listed as inhibitors; O75874; AID 602179; IDH1-R132H enzyme, NADPH consumption, diaphorase/resazurin fluorescence; 390,000 compounds, 0.093% hits; note: potency is the fitted concentration of half-maximal effect; % is set by controls: 0 for no effect and ±100 for the full control effect; nearly all actives have a fitted effect of over 65% in size
Target sequence (O75874 whole entry R132H, stated change not applied): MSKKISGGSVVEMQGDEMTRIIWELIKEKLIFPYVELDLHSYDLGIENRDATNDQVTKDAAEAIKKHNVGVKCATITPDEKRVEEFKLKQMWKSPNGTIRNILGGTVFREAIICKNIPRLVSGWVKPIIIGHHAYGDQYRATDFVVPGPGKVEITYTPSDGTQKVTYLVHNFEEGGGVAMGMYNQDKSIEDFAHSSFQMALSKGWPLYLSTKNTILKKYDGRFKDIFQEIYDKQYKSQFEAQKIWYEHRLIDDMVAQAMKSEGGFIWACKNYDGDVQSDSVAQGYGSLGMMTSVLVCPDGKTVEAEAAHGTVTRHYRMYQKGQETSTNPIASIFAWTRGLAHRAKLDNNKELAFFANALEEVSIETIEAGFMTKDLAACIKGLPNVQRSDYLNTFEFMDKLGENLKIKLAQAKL
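IDH1-R132H (0.5 ug/mL) preincubated 30 min with compound, then NADPH (0.016 mM) and alpha-KG (2 mM) added; 80 min at RT, pH 7.5. Remaining NADPH coupled via diaphorase/resazurin to fluorescence (540/590 nm); concentration-response curves normalized to no-enzyme control.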
TRHR agonist – TRH receptor (human) agonism | P34981 | TRHR cells, calcium flux fluo-8, FDSS agonist mode | activation, % at 2 µM | 360,000 compounds, 0.18% hits | AID 493084; in the data active = activation above about 30%; note: 0% is about no effect
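Fluo-8-loaded TRHR cells; 10 s baseline, compound added, kinetic Ca2+ fluorescence read 1/s, agonist mode.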
TRHR PAM – allosteric enhancers of human TRH receptor; enhancement, % at 2 µM; TRHR cells, fluo-8 calcium fluorescence, EC20 TRH enhancement; P34981; 360,000 compounds, 0.66% hits; AID 493056; in the data active = enhancement above about 30%; note: 0% is about no effect
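Enhancer read-out: after compound pinning and an initial kinetic agonist-mode read, an EC20 of TRH (10 nM final) was injected and fluo-8 calcium signal (Ex 480/Em 530) followed at 1 s/cycle for 100 cycles in TRHR-expressing cells.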
rTrxR1 inhibitor – inhibitors of rat thioredoxin reductase 1; O89049; recombinant rTrxR1, NADPH fluorescence consumption, selenite substrate; Potency, µM (doses to about 114 µM), for inactives: at the top dose activity change, negative = inhibition, actives largely listed as inhibitors; 390,000 compounds, 1% hits; AID 588453; note: potency is the fitted concentration of half-maximal effect; % is set by controls: 0 for no effect and ±100 for the full control effect; nearly all actives have a fitted effect of over 65% in size
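Rat TrxR1 (90 nM in the dispensed reagent) was pre-reduced with 400 uM NADPH for 5 min at room temperature, then incubated with compound for 15 min. After 400 uM selenite was added, NADPH fluorescence (Ex 340/Em 450 nm) was followed for 8 min.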
TrxR1 substrate – substrates of rat thioredoxin reductase 1; O89049; purified TrxR1 substrate turnover, NADPH consumption readout; Potency, µM (titrated, usually from 114 µM), inactives show at the highest dose activity change, negative = substrate turnover; 390,000 compounds, 0.01% hits; AID 588456; note: potency is the fitted concentration of half-maximal effect; % is set by controls: 0 for no effect and ±100 for the full control effect; nearly all actives have a fitted effect of over 50% in size
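Rat TrxR1, dispensed at 90 nM, was prereduced with 400 uM NADPH (final) for 5 min at ~22 deg C, then incubated with compound 15 min before 400 uM selenite. A first-read NADPH fluorescence drop versus no-compound background flagged substrates.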
PI4K2A inh – PI4K2A (human) kinase inhibition; Q9BTU6; purified PI4K2A, ADP-Glo luminescence, 1 h; stronger effect = lower value; activity change, negative = inhibition, % at 76.9 µM; 420,000 compounds, 0.13% hits; in the data active = activity change below about -50%; inconclusive = mostly about -30% to -49%;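 note: -100% = wells without enzyme as full effect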
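Compounds are screened against recombinant PI4K2A using PI as substrate and ATP, the latter dispensed at 300 microM. Reactions run one hour at ambient temperature before ADP-Glo detection; full inhibition defined by wells lacking enzyme.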
* marks the source's active call; other numbers are inactive results; ? = inconclusive; · = not tested or not shown; [ ] = dose if it differs, or a comment. Unless noted, calls come from the whole dose curve; as a rule, active = well fitted inhibition curve with a large enough effect; inconclusive = small, poorly fitted or top-dose-only effect; inactive = no such curve, though single readings can be large or run the other way.

compound,USP1 inh,D2 ag,D2 antag,mIDH1 inhibitor,TRHR agonist,TRHR PAM,rTrxR1 inhibitor,TrxR1 substrate,PI4K2A inh
CCOC(=O)c1[nH]c(CO)c(C(=O)OCC)c1C,-23%,-0.5,-8,-7%,-1.1,2,18%,2%,6
CCOc1ccc(OCC)c(S(=O)(=O)n2cc(C)nc2CC)c1,-21%,-2.0,-7,-3%,-0.9,19,11%,-2%,4
Nc1ccc(C(=O)OCc2nc3cc4ccccc4cc3[nH]2)cc1,-12%,·,·,16%,-0.5,-1,12%,1%,-1
O=C(CSc1cccc2cccnc12)Nc1cccc(S(=O)(=O)N2CCOCC2)c1,-13%,0.6,-17,12%,-0.6,-1,8%[57.1 µM],17%[57.1 µM],-4
O=C(COc1ccccc1[N+](=O)[O-])OCCCOC(=O)COc1ccccc1[N+](=O)[O-],-1%,28,2,5%,1.0,-2,-18%,-15%,5
CN(C)S(=O)(=O)c1cccc(C(=O)NCCNC(=O)c2cccc(S(=O)(=O)N(C)C)c2)c1,-10%,-0.8,-5,0%,0.5,-2,10%,1%,-1
Cc1cccc(OCC(=O)NC(=S)Nc2ccc(S(=O)(=O)NC3CCCCC3)cc2)c1,0%,0.2,-3,-1%,1.4,4,9%[57.1 µM],5%[57.1 µM],6
Cc1ccc(-c2nn(-c3ccccc3)cc2CO)cc1,-22%,0.0,2,5%,-0.5,3,1%[57.1 µM],5%,4
Cc1nn(C)cc1S(=O)(=O)N1CCCCC1C (stereo unspecified),-5%,0.2,-9,-4%,0.8,4,26%,2%,-5
Cn1c(=O)c2ccccc2n(CC(=O)NCCC2=CCCCC2)c1=O,-21%,0.2,41*,5%,-0.3,-9,-2%,-4%,-2
CCOc1ccc(CNC(=O)CCCn2c(=O)c3cccn3c3cccnc32)cc1,3%,0.2,·,6%,0.3,-1,0%,8%,-6
CCc1ccccc1N(CC(=O)NCCSCc1ccco1)S(C)(=O)=O,4%,0.1,-9,5%,0.0,-7,-16%,5%,0
Cc1ccccc1-c1nc(CS(=O)(=O)CC(=O)NC2CCCCC2C)c(C)o1 (stereo unspecified),-19%,1.8,-4,0%,0.8,-2,-34%,-6%,5
CCN(CC)S(=O)(=O)c1ccc(C(=O)NCC(c2cccs2)N2CCOCC2)cc1 (stereo unspecified),-12%,-0.5,-12,-1%,0.7,5,13%,10%,4
CCS(=O)(=O)N1CCN(S(=O)(=O)c2ccc(S(=O)(=O)NC3CC3)cc2)CC1,-18%,1.3,-7,-6%,-0.2,10,14%,4%,0
CNC(=O)c1ccc2nc(NC(C)=O)sc2c1,11%,-0.2,-5,-2%,0.7,-4,3%,1%[57.1 µM],-6
O=C(NC(=S)NC1CCSC1=O)c1ccccc1 (stereo unspecified),-17%,0.1,0,-1%,-0.6,-1,5%,3%,1
CCN(CC)c1nc2ccccc2n2cnnc12,-5%,-1.1,8,7%,-0.1,-3,3%,0%,-6
COC(=O)c1cc(OC)c(OC)cc1NC(=O)CSCc1c(C)noc1C,-13%,·,·,2%,·,·,9%,10%,4
Cc1ccc(Cn2ccnc2SCC(=O)Nc2ccc3c(c2)OCCO3)cc1,-23%,0.2,·,-11%,-0.2,-1,32%[57.1 µM],4%[57.1 µM],4
COc1ccccc1C(=O)NCC(=O)NC(C)CCc1ccccc1 (stereo unspecified),-15%,·,·,8%,-0.8,7,-6%,-2%,8
O=C(O)CN1C(=O)/C(=C/c2cccc(Cl)c2)Oc2ccccc21,-27%,0.5,28,-6%,-0.1,0,-1%,53%[activator],-2
CCOC(=O)C1CCCN(C(=O)c2cn(C)c3ccc(S(=O)(=O)N4CCCC4)cc3c2=O)C1 (stereo unspecified),8%,0.6,-6,3%,1.4,3,-2%[57.1 µM],0%[57.1 µM],-3
COCCCNC(=O)/C(C#N)=C/c1c(N2CCN(C)CC2)nc2ccccn2c1=O,-2%,-0.1,1,-8%,1.3,-2,-14%,92%[activator],-3
O=C(NCCN1C(=O)C2C3C=CC(C3)C2C1=O)N1CCOCC1 (stereo unspecified),-6%,1.5,-9,-7%,0.2,4,14%[57.1 µM],9%[57.1 µM],3
Cc1onc(-c2ccccc2)c1C(=O)NCC1COc2ccccc2O1 (stereo unspecified),-4%,-0.6,-4,1%,-0.5,3,32%,6%[57.1 µM],-8
CC1(C)Cc2c(C#N)c(NC3CCCCC3)nc(-c3ccco3)c2CO1,·,0.0,10,·,-0.3,5,·,·,·
Cc1ccc(CN(C)C(=O)c2cccc(S(=O)(=O)N3CCc4ccccc4C3)c2)o1,-11%,1.4,1,-7%,0.4,-5,40µM*,2%,1
CCOCCOC(=O)c1ccc(NC(=O)C2COc3ccccc3O2)cc1 (stereo unspecified),-8%,0.8,-1,1%,-0.5,0,-10%,-12%,10
COC(=O)c1ccc(C2C(C(=O)c3ccco3)=C(O)C(=O)N2CC2CCCO2)cc1 (stereo unspecified),-14%,0.5,-10,14%,0.0,1,14%[57.1 µM],-10%,0

Next section, overlapping the part above by 2 compounds.
compound,USP1 inh,D2 ag,D2 antag,mIDH1 inhibitor,TRHR agonist,TRHR PAM,rTrxR1 inhibitor,TrxR1 substrate,PI4K2A inh
CCOCCOC(=O)c1ccc(NC(=O)C2COc3ccccc3O2)cc1 (stereo unspecified),-8%,0.8,-1,1%,-0.5,0,-10%,-12%,10
COC(=O)c1ccc(C2C(C(=O)c3ccco3)=C(O)C(=O)N2CC2CCCO2)cc1 (stereo unspecified),-14%,0.5,-10,14%,0.0,1,14%[57.1 µM],-10%,0
Cc1ccnc2nc(C(=O)Nc3nnc(-c4ccc(Cl)cc4)o3)nn12,-13%,-0.2,5,4%,0.8,-1,-4%[57.1 µM],3%[57.1 µM],-1
COc1ccc(S(=O)(=O)N(C)C)cc1NC(=O)COC(=O)C1CC1,-23%,·,·,21%,·,·,-6%,-4%,-2
C/C(=C\C(=O)O)C(=O)Nc1nccs1,-18%,-1.2,9,2%,-0.6,2,10%[57.1 µM],7%[57.1 µM],0
O=C(O)C1C2C=CC(O2)C1C(=O)NC1CCCc2ccccc21 (stereo unspecified),-22%,-0.1,-17,8%,-0.5,8,-3%,-1%,5
C/C(=N/OCc1ccc(Br)cc1)c1ccccn1,-16%,-2.0,9,1%,-0.3,-4,12%,1%,-22
O=c1c2c(nc3nc[nH]n13)CCC2,-9%,0.2,-7,5%,0.9,24,13%[57.1 µM],19%,-1
CC(C)(C)C1CCC(C(=O)Nc2ccccc2)CC1 (stereo unspecified),-17%,-0.6,-4,1%,1.0,6,10%,-9%,1
O=c1[nH]c2cc3c(cc2cc1C(c1nnnn1C1CCCC1)N1CCSCC1)OCCO3 (stereo unspecified),-9%,·,·,-1%,0.3,1,-2%,22%,-6
CSc1nc(SC(C)C(=O)O)c2c3c(sc2n1)COC(C)(C)C3 (stereo unspecified),-3%,-1.2,-1,24%,0.1,2,-5%,5%,-5
O=C(CSc1ncn(-c2ccccc2)n1)Nc1nncs1,-11%,0.2,20,1%,0.0,0,22%,0%,-4
COc1ccc(-c2cc3ccc(OC(C)C(=O)O)cc3oc2=O)cc1 (stereo unspecified),-21%,·,·,5%,0.5,5,71µM*,880%[activator],1
N=C1C(c2ccccc2)=C(O)CN1NC(=O)c1ccc(Cl)cc1,-2%,-0.4,9,-5%,0.8,-1,13%[57.1 µM],0%[57.1 µM],-15
O=C(N/N=C/c1ccc(OC(=O)c2ccccc2)cc1)c1cccnc1,-6%,-0.7,-10,-10%,0.0,-2,15%[57.1 µM],6%[57.1 µM],-1
CC1=CC(c2ccccc2)n2nc(N3C(=O)CCC3=O)nc2N1 (stereo unspecified),-19%,0.8,16,3%,0.3,-7,-16%,319%[activator],-5
Cc1c(Br)cnn1C(C)C(=O)N1CCN(c2ccc(F)cc2)CC1 (stereo unspecified),-1%,0.7,-12,3%,-0.2,16,9%,-6%,0
CCN(CC)CCN(C(=O)c1cc2c(ccc3ccccc32)oc1=O)c1nc2cc3c(cc2s1)OCCO3,-14%,-0.8,-2,-7%,-0.3,0,-35%,70%[activator],-6
CCOC(=O)C(C)Sc1nnc(-c2ccccc2O)n1Cc1ccccc1 (stereo unspecified),?,-0.7,2,8%,0.0,-9,7%,4%,4
Cn1nnnc1SCC(=O)NCc1ccco1,-11%,1.1,-6,8%,-0.2,3,-10%,0%,8
CCN(CC)C(=O)Cc1c(O)c2ccccc2[nH]c1=O,-11%,0.7,6,-5%,0.3,2,29%,22%,3
Cc1cccc(-n2c(O)c(C=Nc3ccc(O)cc3)c3ccccc3c2=O)n1,-1%,0.7,-2,6%,0.2,0,-19%,-19%,0
CC(=O)Nc1ccc(NC(=O)c2nc(S(=O)(=O)Cc3cccc(C)c3)ncc2Cl)cc1,-11%,-1.8,21,2%,-0.6,-10,10µM*,3%,?
CCOC(=O)c1cccc(NC(=O)CCc2nc(-c3ccc(C)cc3)no2)c1,-10%,0.1,-11,-1%,-0.3,5,-5%,-2%,4
Cc1ccc(S(=O)(=O)N2CCC(C(=O)NCCCN3CCCC3=O)CC2)cc1,-10%,·,·,3%,·,·,8%[57.1 µM],-7%,1
CCCCNC(=O)CSc1nc2ccc(NC(=O)CSc3nnc(COc4ccccc4C)n3C)cc2s1,-2%,-0.3,28,-1%,2.4,2,-11%,-12%,-3
COc1ccc(NC(=O)c2oc3ccccc3c2NC(=O)C2CCCCC2)c(OC)c1,-14%,1.1,·,-6%,0.8,29,1%,-6%,-2
Cc1oc2ccc(O)c(CN3CCCCCC3)c2c1C(=O)Nc1cccc(C(F)(F)F)c1,5%,-1.4,·,1%,-0.9,7,-2%,-6%,-5
